GRK2 inh – compounds blocking aptamer binding on GRK2 – biochemical, human GRK2, bead flow cytometry, HTS, primary screen; Beta-adrenergic receptor kinase 1 (Homo sapiens), P25098; AID 488847, 2010; FAM-aptamer displacement from GRK2; inhibition of aptamer binding, % at 10 µM; 330,000 compounds, 0.59% hits;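 active means inhibition of aptamer binding above 40%, roughly 3 SD of noise, on plates passing a quality check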;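 further: median bead fluorescence of bound FAM aptamer so fluorescent compounds give negative values; no value below 0 was filed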
Target sequence (P25098 whole entry, looked up): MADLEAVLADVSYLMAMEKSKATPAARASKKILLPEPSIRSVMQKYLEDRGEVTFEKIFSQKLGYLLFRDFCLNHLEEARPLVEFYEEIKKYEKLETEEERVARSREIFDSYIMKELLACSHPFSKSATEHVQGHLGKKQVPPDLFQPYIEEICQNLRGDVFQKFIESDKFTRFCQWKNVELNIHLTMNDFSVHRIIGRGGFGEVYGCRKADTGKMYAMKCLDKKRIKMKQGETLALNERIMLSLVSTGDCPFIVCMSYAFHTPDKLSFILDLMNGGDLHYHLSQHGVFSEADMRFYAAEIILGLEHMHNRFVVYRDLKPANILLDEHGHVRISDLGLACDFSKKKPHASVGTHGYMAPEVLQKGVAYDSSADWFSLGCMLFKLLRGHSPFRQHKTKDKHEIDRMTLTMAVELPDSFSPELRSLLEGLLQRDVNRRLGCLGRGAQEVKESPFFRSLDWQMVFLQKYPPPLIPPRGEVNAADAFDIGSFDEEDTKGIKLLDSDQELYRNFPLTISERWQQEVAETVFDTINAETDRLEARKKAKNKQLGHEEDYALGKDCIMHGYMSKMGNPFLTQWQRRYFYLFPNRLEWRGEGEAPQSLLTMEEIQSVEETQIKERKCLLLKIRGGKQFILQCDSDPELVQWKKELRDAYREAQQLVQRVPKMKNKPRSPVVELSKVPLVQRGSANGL
CR mimetic SO – reduction of superoxide in aged yeast, primary screen, HTS; superoxide response (% of plate mean), % at 10 µM; 330,000 compounds, 0.18% hits; S. cerevisiae aged cells, superoxide DHE fluorescence; hits give low values;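 active means superoxide response under a set limit, about three screen SD below normal, cut at about 65% in these data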;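 further: yeast aged for seven days with compound at 30 °C before DHE staining; 100% = average MFI of all compound-treated wells on the plate with controls excluded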
RPL19A TOR yeast – RPL19A-GFP expression modulators in yeast, primary screen, cell-based, S. cerevisiae, multiplex flow cytometry, MLPCN. S. cerevisiae RPL19A-GFP strain, 3 h; hits give low values. percent response vs DMSO, % at 10 µM. 330,000 compounds, 0.3% hits;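 active means percent response vs DMSO below 50%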;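 further: median channel GFP fluorescence of the barcoded RPL19A-GFP strain; ratio of sample median GFP to plate DMSO average so 100% = DMSO; lower means less RPL19A-GFP as with rapamycin TOR inhibition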
CIT2 TOR yeast – modulators of CIT2-GFP expression in yeast, primary screen, S. cerevisiae, GFP fusion, multiplex flow cytometry, MLPCN library; S. cerevisiae CIT2-GFP strain, 3 h; 100 means same as DMSO wells; GFP response vs DMSO, % at 10 µM; 320,000 compounds, 0.065% hits; AID 2029, 2009;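 active means GFP response relative to DMSO above a set limit, near the screen mean plus 3 SD, cut at about 150% in these data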;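 further: ratio of well median GFP fluorescence to mean of DMSO wells on the plate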
LAP4-GFP MLPCN – modulators of LAP4-GFP expression in yeast, primary screen, S. cerevisiae, multiplex flow cytometry, MLPCN library; GFP response vs DMSO, % at 10 µM; 320,000 compounds, 0.34% hits; 3 h; median GFP as percent of DMSO wells;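 active means GFP response vs DMSO above a set limit, about the screen mean plus 3 SD, cut at about 150% in these data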
MEP2 TOR yeast – modulators of MEP2-GFP levels in yeast, primary screen, S. cerevisiae, multiplex flow cytometry, MLPCN library; S. cerevisiae MEP2-GFP strain, 3 h; 100% = DMSO control level; GFP response vs DMSO, % at 10 µM; 330,000 compounds, 0.51% hits; AID 2016, 2009;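 active means GFP response versus DMSO above a set limit, roughly screen mean plus 3 SD, cut at about 180% in these data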;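 further: median GFP fluorescence of the barcode-gated MEP2-GFP cells per well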
AGP1 TOR yeast – modulators of AGP1-GFP expression in yeast TOR pathway, primary screen, cell-based, multiplex flow cytometry, S. cerevisiae, MLPCN library. GFP response vs DMSO, % at 10 µM. 320,000 compounds, 0.02% hits. AID 2066, 2009. 3 h; GFP as percent of DMSO wells;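 active means GFP response relative to DMSO above a set limit, near screen average plus 3 SD, cut at about 150% in these data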;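 further: median GFP channel fluorescence of the gated AGP1 strain per well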
VLA-4 inh – inhibition in human VLA-4 binding assay, primary screen, VLA-4 allosteric modulator project, MLPCN library, flow cytometry, VLA-4 expressing cells; Integrin alpha-4 (Homo sapiens), P13612; ligand binding flow cytometry; inhibition, % (about 7 µM as worked out from the volumes in the protocol); 330,000 compounds, 0.2% hits; in the data active means inhibition above about 50%
* = called active by the depositor; · = no result given; & = joins results of further samples.

molecule,CR mimetic SO,LAP4-GFP MLPCN,AGP1 TOR yeast,VLA-4 inh,GRK2 inh,RPL19A TOR yeast,CIT2 TOR yeast,MEP2 TOR yeast
Cn1c(=O)c2c(nc(CN3CCN(CCO)CC3)n2Cc2ccccc2Cl)n(C)c1=O,98,104,97,0,0,96,93,101
O=C(c1ccccc1F)N1CCN(Cc2ccc3c(c2)OCO3)CC1,94,82,98,6,0,103,106,110
COc1ccc(/C=C/C(=O)c2ccc3ccccc3c2O)cc1CN1CCOCC1,114,130,89,23,3,94,74,96
CC1CN(C(=O)c2ccccc2Sc2ccccc2C#N)CC(C)O1 (stereo unspecified),92,94,99,4,3,96,90,96
CCOC(=O)N1CCN(C(=O)CN(C)S(=O)(=O)c2ccc3c(c2)C(C)(C)C(=O)N3C)CC1,97,105,109,-11,7,104,110,102
Cc1nc(-n2ncc(C#N)c2N)c2c3c(sc2n1)CCC3,97,109,102,-2,0,100,108,104
COc1ccc2cc3c(N)nn(C(=O)c4ccc(F)cc4)c3nc2c1,104,102,100,4,0,96,99,98
COc1ccc(N=Cc2ccc(CNS(=O)(=O)c3ccc(Cl)cc3)o2)cc1,97,103,104,-4,1,103,100,101
O=C(Nc1c2c(nn1-c1ccccc1)CS(=O)(=O)C2)C1CCCC1,115,82,98,-14,1,112,106,102
O=C(NCc1ccc(F)cc1)C1CC(=O)N(C2CCCCC2)C1 (stereo unspecified),84,91,101,-5,1,99,107,95
O=C(O)CCCCCNC(=O)/C(=C\c1ccco1)NC(=O)c1ccco1,101,99,108,9,0,105,104,103
CCCc1ccc(OCc2ccc(C(=O)N/N=C/c3cccnc3)o2)cc1,102,105,84,10,0,104,99,100
Cc1nc(SCC(=O)N(C)C2CCCCC2)[nH]c(=O)c1Cc1ccccc1,104,97,97,-5,1,97,93,101
NC(=O)Cn1nc(-c2ccccc2)nc1-c1ccccc1,107,115,103,18,2,93,85,93
COc1cc(/C=N/Nc2nncn2N)ccc1OCc1c(C)no[n+]1[O-],110,103,108,-13,1,103,105,104
CC(C)=CCOc1ccc2ccc(=O)oc2c1,92,105,100,-3,0,102,104,109
Cc1cccc(NC(=O)C2CCN(C(=O)c3ccccc3C)CC2)n1,93,104,109,-3,1,106,100,105
Cc1cccc(C(=O)N2CCCC(Nc3ccc(C(C)C)cc3)C2)n1 (stereo unspecified),89,86,85,-12,1,93,95,95
CC(=O)C1=C(O)C(=O)N(c2ccc(Br)cn2)C1c1ccccc1[N+](=O)[O-] (stereo unspecified),104,97,93,16,0,100,93,101
CCOc1ccc(S(=O)(=O)NCc2ccc3c(c2)OCO3)cc1NC(C)=O,101,95,97,5,0,102,102,98
O=C(NCc1ccccc1)c1onc(CSc2ccccn2)c1C(=O)NCc1ccccc1,110,136,87,16,1,100,99,93
COc1ccc(C(=O)c2cnc3ccccc3c2-c2ccccc2)cc1,100,113,103,3,0,101,95,104
Clc1cccc2sc(N3CCN(c4ccccc4)CC3)nc12,90,104,97,26,1,101,95,106
COc1ccccc1C(=O)NCCC(=O)NCC(c1ccccc1)N(C)C (stereo unspecified),107,101,101,-5,2,105,104,103

One compound at a time (already shown). Order of screens: CR mimetic SO	LAP4-GFP MLPCN	AGP1 TOR yeast	VLA-4 inh	GRK2 inh	RPL19A TOR yeast	CIT2 TOR yeast	MEP2 TOR yeast
Listed for `Clc1cccc2sc(N3CCN(c4ccccc4)CC3)nc12` = 90	104	97	26	1	101	95	106
Listed for `Cc1cccc(C(=O)N2CCCC(Nc3ccc(C(C)C)cc3)C2)n1` (stereo unspecified) = 89	86	85	-12	1	93	95	95

Continued:
molecule,CR mimetic SO,LAP4-GFP MLPCN,AGP1 TOR yeast,VLA-4 inh,GRK2 inh,RPL19A TOR yeast,CIT2 TOR yeast,MEP2 TOR yeast
CSc1nc(C)cc(Oc2ccc(=O)n(C)n2)n1,102,85,98,2,2,96,99,94
Cc1c(NC(=O)C(C)OC(=O)c2ccc([N+](=O)[O-])s2)c(=O)n(-c2ccccc2)n1C (stereo unspecified),112,98,97,-3,5,99,97,95
Cc1ccc(S(=O)(=O)N(C)CC(=O)OCC(=O)N2CCN(c3ccccc3)CC2)cc1,106,100,100,19,0,99,94,101
O=C(Nc1ccc2nc3ccccc3nc2c1)c1ccccc1,47*,125,85,-101,10,95,66,93
CCn1nc(C)c(NC(=O)/C=C/c2ccc(OC)c(COc3ccc(Br)cc3)c2)c1C,98,96,94,17,1,96,93,103
Cc1cc(C)c2c(c1)/C(=N/NS(=O)(=O)c1ccccc1)CCC2,100,97,100,-6,1,96,98,105
CCCNC(=O)c1onc(CSc2ccccn2)c1C(=O)NCCC,96,93,98,1,1,98,89,96
CCOC(=O)Nc1ccc2c(c1)N(C(=O)OCCN(C)C)c1ccccc1CC2,108&94,103&100,111&106,-7&-19,2&1,101&100,101&101,118&97
CCOC(=S)SCc1cn2ccccc2n1,105,107,106,-1,0,100,105,99
CCN1C(=O)/C(=C2/C=CC=CN2C)OC1=S,119,97,102,22,4,98,89,87
CC(C)C1NC(C(=O)O)Cc2c1[nH]c1ccccc21 (stereo unspecified),101,84,97,4,2,101,98,98
CCN(C(=O)CN1CCCCC1)c1c(N)n(Cc2ccccc2)c(=O)[nH]c1=O,86,100,99,14,0,100,104,109
CCOC(=O)CCc1c(C)nc2c(c(C)nn2-c2ccccc2)c1C,99,99,96,11,1,102,97,101
Cc1cc(NC(=O)CSc2nc3cc(Cl)ccc3s2)no1,84,112,99,14,0,96,80,113
O=C(Nc1ccc(Cl)cc1)Nc1ccccc1Sc1ncc([N+](=O)[O-])s1,123,115,109,-2,4,98,95,97
CC(C)c1nn2c(=O)cc(COc3cccc(NC(=O)c4ccco4)c3)nc2s1,87,100,102,-11,0,107,109,106
COc1ccc(-n2nc(C(=O)NCC(=O)NCc3ccc(F)cc3)c3ccccc3c2=O)cc1OC,98,97,106,-7,1,102,107,101
CN(CC(=O)NCCN1CCOCC1)S(=O)(=O)c1ccc(Cl)cc1,93,91,97,-3,0,99,104,92
CCCC[C@@H]1C=C(C(=O)O)[C@H](c2ccc(Br)cc2)N1S(=O)(=O)c1ccc(C)cc1,116,106,104,-14,0,105,87,98
Cc1cc(O)c(NC(=O)c2ccc(C)c([N+](=O)[O-])c2)cc1C,88,94,93,2,1,89,·,98
CCN(CC)C(=O)c1cccc(-c2ccc(OC)cc2)c1,103,111,102,-1,0,103,93,104
CCC(C)Sc1ccc([C@H]2N[C@@](Cc3ccccc3)(C(=O)OC)[C@H]3C(=O)N(CC)C(=O)[C@@H]23)cc1OC (stereo partly specified),101,106,86,13,1,100,86,90
O=C(Nc1cccc(F)c1)c1ccc(S(=O)(=O)N2CCCC2)cc1,85,105,96,27,0,97,91,105
CC(C)C1Oc2ccccc2N(CC(=O)N(Cc2ccccn2)C2CC2)C1=O (stereo unspecified),97,86,97,19,0,95,·,96
CCOc1ccc(CNc2ccc(N3CCOCC3)c(C(=O)O)c2)cc1,93,89,106,14,0,98,95,86
Cc1cc(C)cc(OCC(=O)OCC(=O)N2CC(=O)Nc3ccccc32)c1,104,97,101,3,2,100,110,103
Cc1oc(-c2ccccc2F)nc1CSCC(=O)NC1CC1,86,102,98,8,4,98,104,107
CSc1oc(-c2ccco2)nc1S(=O)(=O)c1ccccc1,88,89,90,-1,0,96,108,83
CC(OC(=O)CCCN=C1NS(=O)(=O)c2ccccc21)C(=O)Nc1ccc(F)c(F)c1F (stereo unspecified),97,82,91,-4,4,87,90,92
Cc1cc(NC(=O)CCC(=O)N(c2ccc(F)cc2)C2(C(=O)NC3CCCCC3)CCCC2)no1,102,96,94,-3,0,88,113,103
O=C(Cn1cnc2c(cnn2-c2ccc(F)cc2)c1=O)NCc1ccco1,104,98,89,9,2,92,88,91
COC(=O)c1ccc(C(=O)NC2CCCc3c2cnn3-c2ccc(C)c(C)c2)cc1 (stereo unspecified),101,82,95,-3,0,103,108,99
O=C(CCc1ccc(S(=O)(=O)N2CCOCC2)cc1)Nc1ccc(F)c(F)c1F,94,91,92,-9,0,95,97,92
Cc1nc2scc(C)n2c(=O)c1S(=O)(=O)NCc1ccc(F)cc1,81,92,94,1,1,97,93,96
C/C(=N\NC(=O)C(c1ccncc1)N1CCOCC1)c1ccc(Br)cc1 (stereo unspecified),98,90,96,-45,0,97,103,101
O=[N+]([O-])c1ccc2nc(CN3CCCCC3)[nH]c2c1,99,102,101,10,0,93,92,93
O=C(NCCc1ccccc1)c1ccnc(/C=N/O)c1,99,77,84,-5,0,119,81,97
Cn1c(N)c(C(=O)COC(=O)/C=C/c2cccc(Br)c2)c(=O)n(C)c1=O,114,87,91,9,0,90,87,95
O=C(NCc1ccccc1F)C(=O)NCC1CCCN1S(=O)(=O)c1ccccc1 (stereo unspecified),107,106,108,1,0,98,85,100
O=C(CCC(=O)c1cccs1)NCc1ccc(F)cc1,98,101,102,-4,0,97,97,96
Cc1cc(C(=O)OCC(=O)NNC(=O)c2cccs2)ccc1[N+](=O)[O-],97,106,111,9,0,105,109,112
O=C(COC(=O)c1c(Cl)cccc1Cl)NC1CCCCC1,110,112,103,30,1,105,98,103
C/C(N)=C(/C#N)C(=O)CSc1nn(-c2ccc(Cl)cc2)c(=S)s1,125,108,122,7,7,113,97,112
CCCn1c2ccccc2c2nnc(SCc3[nH]c(=O)[nH]c3C(=O)CCCCC(=O)OCC)nc21,98,95,104,34,1,108,106,99
O=[N+]([O-])c1cc(-c2nnc(Nc3ccccc3)c3ccccc23)ccc1N1CCOCC1,103,102,102,-6,0,101,97,99
O=C(CN1CCN(c2ccc(F)cc2)CC1)Nc1ccc2c(c1)OCCO2,94,98,99,5,0,100,95,110
Cc1ccc(S(=O)(=O)Nc2cnn(-c3ccccc3)c(=O)c2Cl)cc1,78,109,82,-10,7,92,78,92
O=C(OCC(F)(F)C(F)F)c1ccccc1C(=O)Oc1ccc(F)cc1F,106,104,106,-1,2,100,103,98
COc1ccc(/C=C/C(=O)Nc2ccccc2C(F)(F)F)cc1OC,113,96,97,-8,0,104,104,109
C=CCc1ccc(OCCOc2cccc3cccnc23)c(OC)c1,90,109,95,23,1,100,91,97
Cc1[nH]c(C)c(S(=O)(=O)N2CCCCC2)c1C(=O)N1CCCC1,134,84,90,28,0,94,98,90
CC(C)c1ccc(NC(=O)c2ccccc2NC(=O)C2CCCCC2C(=O)O)cc1 (stereo unspecified),97,95,90,2,1,95,100,111
S=C1NC2=C(CCCC2=C2SCCS2)C(c2ccccc2)N1 (stereo unspecified),102,99,99,2,2,101,100,97
O=C(NNS(=O)(=O)c1ccc2ccccc2c1)NC1CCCCC1,100,104,104,-5,0,106,117,122
COc1cccc(C(=O)NCC(=O)NNc2ncnc(N)c2[N+](=O)[O-])c1,108,102,103,13,0,100,100,105
COc1cccc(/C=C2\SC(=S)N(CCC(=O)N3CCCCC3)C2=O)c1,118,81,87,2,3,106,·,99
COc1c(O)cccc1[C@@H](O)C1CCN(CCc2ccc(F)cc2)CC1,93,112,96,-4,1,104,111,95
